# Bim-Bcl-XL = inhibitors of Bim-Bcl-XL interaction, human. Q07817. Bim peptide-Bcl-XL binding, bead flow cytometry, fluorescence. inhibition, % at 10 µM. 0.04% of 190,000 active
# Bim-Bfl-1 = disrupts Bim binding to human Bfl-1. inhibition, % at 10 µM. Bead-based flow cytometry, Bim-Bfl-1 binding inhibition. AID 1008. Q16548. 0.12% of 190,000 active;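 also: 0% = wells without compound plus tracer and 100% = blocker peptide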
# Bim-Bcl-2 = disrupts Bim peptide binding to human Bcl-2; Bead-based flow cytometry, Bim peptide-Bcl-2 binding; AID 950; inhibition, % at 10 µM; 0.06% of 190,000 active; in the data active = inhibition above about 40%; inconclusive = no clear call, values can overlap the other calls;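 also: 0% = no compound wells with probe peptide and 100% = reference peptide inhibitor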
# Target sequence (P10415 whole entry, looked up): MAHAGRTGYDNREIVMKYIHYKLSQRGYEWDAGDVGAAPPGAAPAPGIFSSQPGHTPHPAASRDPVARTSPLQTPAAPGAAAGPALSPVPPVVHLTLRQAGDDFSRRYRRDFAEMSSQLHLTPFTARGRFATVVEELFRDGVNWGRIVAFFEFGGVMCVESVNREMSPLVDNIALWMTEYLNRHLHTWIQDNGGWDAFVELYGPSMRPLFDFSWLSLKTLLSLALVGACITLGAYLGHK
# RGS8-Gao = human RGS8-Galphao interaction regulation; P09471; multiplexed bead flow cytometry, RGS8-Galphao binding; actives lie on both sides; response (percent of control binding), % at 10 µM; 0.34% of 220,000 active; AID 1423; in the data active = response below about 60% or above about 140%; inactive = in between;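 also: Galphao activated as the GDP aluminium fluoride complex binding bead-coupled RGS8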
# Target sequence (P09471 whole entry, looked up): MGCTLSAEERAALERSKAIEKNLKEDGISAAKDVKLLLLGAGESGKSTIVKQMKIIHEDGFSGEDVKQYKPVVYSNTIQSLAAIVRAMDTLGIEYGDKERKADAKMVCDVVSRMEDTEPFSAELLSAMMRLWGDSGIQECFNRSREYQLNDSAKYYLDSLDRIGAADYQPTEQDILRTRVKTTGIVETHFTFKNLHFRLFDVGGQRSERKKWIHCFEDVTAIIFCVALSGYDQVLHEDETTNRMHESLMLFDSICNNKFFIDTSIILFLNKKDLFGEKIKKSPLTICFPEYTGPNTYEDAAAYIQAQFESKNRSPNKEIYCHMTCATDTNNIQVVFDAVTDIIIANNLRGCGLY
# Bim-Mcl-1 = human Bim-Mcl-1 interaction inhibition | Bead-based flow cytometry, Bim peptide-Mcl-1 binding | inhibition, % at 10 µM | 0.1% of 190,000 active | AID 1009;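 also: 0% = no compound tracer wells and 100% = peptide blocker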
# Target sequence (Q07820 whole entry, looked up): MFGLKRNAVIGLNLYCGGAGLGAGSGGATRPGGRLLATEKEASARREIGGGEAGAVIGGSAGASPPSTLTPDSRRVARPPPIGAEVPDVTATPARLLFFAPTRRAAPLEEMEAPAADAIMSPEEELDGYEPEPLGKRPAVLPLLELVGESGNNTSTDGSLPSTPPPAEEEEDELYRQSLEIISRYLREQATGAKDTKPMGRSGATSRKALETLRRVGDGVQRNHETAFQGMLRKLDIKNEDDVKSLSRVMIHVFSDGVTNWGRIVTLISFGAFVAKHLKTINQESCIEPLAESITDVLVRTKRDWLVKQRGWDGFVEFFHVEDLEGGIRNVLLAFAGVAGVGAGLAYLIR
# RGS7-Gao reg = modulates binding of RGS7 to human Galphao. P09471. Multiplexed bead flow cytometry; actives lie on both sides. binding response (% of control), % at 10 µM. 0.35% of 220,000 active; in the data active = binding response below about 49% or above about 150%; inconclusive = no clear call, values can overlap the other calls; inactive = in between;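 also: fluorescent Galphao held in activated GDP-AlF4 state binding bead-coupled RGS7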
# Bim-Bcl-W = human Bim-Bcl-W interaction inhibition | Q92843 | bead-based flow cytometry, Bim peptide-Bcl-W binding | inhibition, % at 10 µM | 0.02% of 190,000 active | AID 952;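 also: 0% = bound tracer without compound and 100% = peptide blocker; higher means less fluorescent Bim peptide bound to Bcl-W beads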
# RGS4-Gao reg = human RGS4-Galphao interaction regulation | P09471 | Multiplexed bead flow cytometry, RGS4-Galphao binding; actives lie on both sides | binding response (% of control), % at 10 µM | 0.33% of 220,000 active; in the data active = binding response below about 49% or above about 150%; inactive = in between;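 also: fluorescent Galphao activated with aluminum fluoride binding bead-coupled RGS4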
# ABCG2 block = inhibitors of human ABCG2 transporter, ABCB1 counter-screen; Q9UNQ0; IgMXP3 cells, JC-1 efflux, flow cytometry; inhibition, % at 6.6 µM; AID 1325; 0.1% of 190,000 active;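 active = inhibition above 80%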;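 also: 0% = DMSO and 100% = nicardipine control wells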
#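 test system = two drug-resistant human cell lines, ABCG2 and ABCB1 | amount = 3 million cells/mL final, two lines in 1:1 ratio | reagent = JC-1 transporter substrate | doses = one concentration, 6.6 µM final | incubation = 10 min at 25 °C | signal = flow cytometric JC-1 green MFI at 530 nm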
# ABCB1 inh = inhibitors of human ABCB1 transporter, ABCG2 counter-screen; CCRF-Adr cells, JC-1 efflux, flow cytometry; inhibition, % at 6.6 µM; AID 1326; P08183; 0.067% of 190,000 active; in the data active = inhibition above about 40%;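 also: 0% = vehicle and 100% = reference inhibitor; higher value means more JC-1 retained so stronger ABCB1 efflux block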
# Bim-Bcl-B = disrupts Bim peptide binding to human Bcl-B. Q9HD36. bead-based flow cytometry. inhibition, % at 10 µM. 0.073% of 190,000 active;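 also: 0% = tracer peptide without compound and 100% = reference inhibitor peptide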
# Numbers without * were called inactive; ? = inconclusive; nt = no result given; & = joins results of further samples; [ ] = another dose, or the depositor's remark. Rule as the data show it, unless noted: active = inhibition above about 40%.
SMILES,Bim-Bcl-XL,Bim-Bfl-1,Bim-Bcl-2,RGS8-Gao,Bim-Mcl-1,RGS7-Gao reg,Bim-Bcl-W,RGS4-Gao reg,ABCG2 block,ABCB1 inh,Bim-Bcl-B
CC(=O)Nc1cc([As](=O)(O)O)ccc1O,1,0,0,99&99,-2,?,1,98&97,4,0.6,-3
Cn1cccc1CNCCc1ccccc1,-2,-6,1,90,2,96,5,98,1,0.2,9
Cc1cc(C)nc(/N=C(\N)c2c(O)[nH]c(=O)[nH]c2=O)n1,0,0,-5,98,0,100,-3,99,3,0.8,1
CCCCn1c(C)c(C(=O)O)c2cc(OC)ccc21,-11,-9,-9,101,-1,99,0,99,4,1.5,-8
O=C1CC2OCC=C3CN4CCC56c7cc([N+](=O)[O-])ccc7N1C5C2C3CC46 (stereo not drawn),-3,-7,-2,100,0,98,-4,104,3,2.2,-2
Cc1ccc(OCC(=O)N2CCN(Cc3ccc4c(c3)OCO4)CC2)cc1,0,-3,1,102,1,?,2,101,3,0.5,-1
CC(C)[C@]12O[C@H]1[C@@H]1O[C@]13[C@]1(O[C@H]1C[C@H]1C4=C(CC[C@@]13C)C(=O)OC4)[C@@H]2O,-6,0,-1,102,0,99,-4,99,-1,nt,0
Clc1ccccc1CNC1CN2CCC1CC2 (stereo not drawn),0,-8,-3,106,-2,100,5,97,0,0.1,-8
O=C(CN1CCOCC1)NCC(=O)Nc1ccc(Br)cc1C(=O)c1ccccc1,-6,-13,-9,99,-1,98,0,101,1,0.6,-9
CC1=CC(=C2C(=O)NC(=O)NC2=O)C=C(C(F)(F)F)N1Cc1ccccc1,0,4,0,100,-4,?,1,104,8,0.3,4
C=CCn1c(O)c(N=Nc2c(C)n(C)n(-c3ccccc3)c2=O)c(=O)[nH]c1=S,-4,5,0,85,-3,94,-1,94,0,-1.1,0
CCCCn1c(O)c(C(C)=NC(C)c2ccccc2)c(=O)[nH]c1=O (stereo not drawn),-3,0,1,80,-7,75,-3,71,7,2.1,-4
COC(=O)[C@@H]1C[C@@]1(C)[C@@H](NP(=O)(c1ccccc1)c1ccccc1)c1ccccc1,-5,0,2,98,-3,93,-3,97,-8,0.5,-4
CCOC(=O)C1C(=O)NC23CCCC2C1c1ccccc1O3 (stereo not drawn),-14,-20,-12,100,-6,101,-5,97,12,0.9,-9
C=C(C=O)CC1CC(O)[C@]2(C)OC3CC4OC5C[C@]6(C)O[C@]7(C)CCC8OC9C[C@]%10(C)OC%11C(C)=CC(=O)OC%11CC%10OC9C[C@@H](C)C8OC7CC6O[C@]5(C)CC5OC5C4OC3CC2O1 (stereo partly drawn),0,-7,-7,101,-3,100,0,102,1,1.9,-5
O=c1[nH]c(=S)n(C2CC2)c(O)c1/C=N/Nc1ccccc1,-11,-19,-9,102,-8,103,-9,100,-1,-0.4,-9
O=C(O)C1CN2CCC1CC2 (stereo not drawn),-1,-1,-5,93,0,100,0,102,3,0.2,-2
COc1cc(C(c2c(C)[nH]n(-c3ccccc3)c2=O)c2c(C)[nH]n(-c3ccccc3)c2=O)cc(OC)c1OC,-1,-1,0,99,-2,96,-2,98,0,0.5,1
O=S(=O)(c1ccc(Cl)cc1)N1CCCCC1c1cccnc1 (stereo not drawn),-13,-5,-3,117,-26,118,-13,121,1,0.1,-1
COC(=O)c1ccc(COc2cc(C)cc3oc(=O)c4c(c23)CCCC4)o1,-1,0,-3,102,0,97,0,100,33,7.8,1

# One compound at a time, as listed above:
# C=CCn1c(O)c(N=Nc2c(C)n(C)n(-c3ccccc3)c2=O)c(=O)[nH]c1=S is entered as Bim-Bcl-XL = -4; Bim-Bfl-1 = 5; Bim-Bcl-2 = 0; RGS8-Gao = 85; Bim-Mcl-1 = -3; RGS7-Gao reg = 94; Bim-Bcl-W = -1; RGS4-Gao reg = 94; ABCG2 block = 0; ABCB1 inh = -1.1; Bim-Bcl-B = 0
# O=C(CN1CCOCC1)NCC(=O)Nc1ccc(Br)cc1C(=O)c1ccccc1 is entered as Bim-Bcl-XL = -6; Bim-Bfl-1 = -13; Bim-Bcl-2 = -9; RGS8-Gao = 99; Bim-Mcl-1 = -1; RGS7-Gao reg = 98; Bim-Bcl-W = 0; RGS4-Gao reg = 101; ABCG2 block = 1; ABCB1 inh = 0.6; Bim-Bcl-B = -9

# Carrying on:
SMILES,Bim-Bcl-XL,Bim-Bfl-1,Bim-Bcl-2,RGS8-Gao,Bim-Mcl-1,RGS7-Gao reg,Bim-Bcl-W,RGS4-Gao reg,ABCG2 block,ABCB1 inh,Bim-Bcl-B
CCN1CCN(c2ccc(NC(=O)C(C)C)cc2Cl)CC1,1,-3,-6,103,-7,103,-2,105,0,-0.1,-4
Cc1cc(NCCN)nc2ccccc12,0,-4,-5,100,-2,99,0,104,0,-0.2,0
CCCCc1nc2ccccc2c(=O)n1-c1ccccc1[N+](=O)[O-],-10,-16,-10,102,-4,101,-2,100,15,1.6,-8
N#CC1=C(N)Oc2c(c(=O)oc3ccccc23)C1c1ccc([N+](=O)[O-])o1 (stereo not drawn),1,4,-1,97,0,?,-1,96,-8,-1.2,1
O=C(c1ccc2c(c1)OCO2)C1CCCN(CC2CCCCC2)C1 (stereo not drawn),2,0,-4,103,-32,99,-2,105,0,-0.5,-2
COc1ccccc1N=Cc1c(O)n(C)c(=O)n(C)c1=O,0,-1,-2,102,-2,102,0,102,3,0.3,1
CC1=CC(=O)OC2CC3OC4C[C@@H](C)C5OC6CC7O[C@]8(C)C/C=C\C9OC%10CC%11OC(CC(C)CO)CC(O)[C@]%11(C)OC%10CC9OC8C[C@]7(C)O[C@]6(C)CCC5OC4C[C@]3(C)OC12 (stereo partly drawn),-1,-7,-6,99,-4,106,0,106,0,1.7,-4
CN1CCN(c2ccc(F)cc2N)CC1,-4,-10,-3,103,-3,101,-5,100,0,-0.2,-7
CCOC(=O)c1nc2ccccc2c(=O)n1-c1ccc(C)cc1,-2,-9,-6,102,-1,98,1,99,3,1.0,-6
COc1ccc(CN2C(=O)CC(=O)NC2=O)cc1,-11,-2,-3,104,-6,107,-5,103,-1,-0.4,-7
CCOc1ccc(-n2c(O)c(C=NCCCn3ccnc3)c(=O)[nH]c2=O)cc1,-2,-12,-4,101,-1,100,1,101,3,0.5,-3
Fc1ccc(C2=CCN(C(c3cccs3)c3nnnn3CCc3ccccc3)CC2)cc1 (stereo not drawn),0,-13,-3,99,4,99,-1,102,4,0.6,-4
c1cc2n(c1)-c1c(ccc3c1OCO3)CNC2c1ccc2c(c1)OCO2 (stereo not drawn),-6,-14,-8,108,-1,102,-1,101,1,1.2,-8
Oc1cc2c(cc1O)[C@H]1c3ccccc3CN[C@@H]1CC2,6,17,12,82,1,120,17,92,0,nt,-2
c1ccc2cc(CC3=NCCN3)ccc2c1,0,-2,0,101,3,102,3,98,-4,-5.4,3
Cc1nn(Cc2ccccc2)c(C)c1C(=O)NCc1ccccc1,-1,-4,-3,101,0,99,-1,103,1,0.2,-2
CCOC(=O)c1c(C)n(Cc2ccccc2)c2ccc(OCC(O)Cn3nc(C)cc3C)cc12 (stereo not drawn),-1,0,-1,102,-3,102,-3,106,10,2.9,-2
CCOC(=O)c1c(NC(=O)C(c2ccccc2)c2ccccc2)sc2c1C1CCN2CC1,-1,-3,-5,103,0,99,1,102,1,0.6,-1
CC(C)CN(CC(C)C)C(=O)C1C2c3ccccc3C(c3ccccc32)C1C(=O)O (stereo not drawn),13,7,3,86,13,88,19,98,0,0.1,9
Clc1ccc2c(c1)C(c1ccccc1Cl)=NCc1nnc(Br)n1-2,-8,-8,-22,105,-3,86,-4,87,0,0.1,-10

# 3 entries out of the list, sorted by SMILES length, ascending:
SMILES,Bim-Bcl-XL,Bim-Bfl-1,Bim-Bcl-2,RGS8-Gao,Bim-Mcl-1,RGS7-Gao reg,Bim-Bcl-W,RGS4-Gao reg,ABCG2 block,ABCB1 inh,Bim-Bcl-B
Oc1cc2c(cc1O)[C@H]1c3ccccc3CN[C@@H]1CC2,6,17,12,82,1,120,17,92,0,nt,-2
Clc1ccc2c(c1)C(c1ccccc1Cl)=NCc1nnc(Br)n1-2,-8,-8,-22,105,-3,86,-4,87,0,0.1,-10
c1cc2n(c1)-c1c(ccc3c1OCO3)CNC2c1ccc2c(c1)OCO2 (stereo not drawn),-6,-14,-8,108,-1,102,-1,101,1,1.2,-8

# Only RGS7-Gao reg and Bim-Bcl-2 (two entries from above):
compound	RGS7-Gao reg	Bim-Bcl-2
CCN1CCN(c2ccc(NC(=O)C(C)C)cc2Cl)CC1	103	-6
Cc1cc(NCCN)nc2ccccc12	99	-5

# (next part)
SMILES,Bim-Bcl-XL,Bim-Bfl-1,Bim-Bcl-2,RGS8-Gao,Bim-Mcl-1,RGS7-Gao reg,Bim-Bcl-W,RGS4-Gao reg,ABCG2 block,ABCB1 inh,Bim-Bcl-B
CCC(C)N1C(=O)/C(=C\c2ccc(N3CCCCCC3)cc2)C(=O)NC1=S (stereo not drawn),-4,5,2,103,-9,100,-1,100,-2,-0.1,-23
CCN(CC)c1ccc(N=Cc2c(O)n(-c3ccccc3C)c(=O)[nH]c2=O)cc1,0,11,-1,102,0,103,12,105,5,2.4,-22
CC(=O)OC1C2CCC1C(N1CCCC1)CC2 (stereo not drawn),-10,-7,-1,108,-1,108,-3,112,1,0.8,-12
Cc1cc(OC(=O)c2ccco2)c2c3c(c(=O)oc2c1)CCC3,5,-7,0,102,1,102,3,100,8,0.8,-3
COc1cc(NC(=O)CN2C3CCC2CC(O)(c2cccnc2)C3)cc(OC)c1 (stereo not drawn),1,0,0,100,-5,113,-3,104,0,0.0,1
O=c1[nH]c(O)c(C=Nc2ccccc2[N+](=O)[O-])c(=O)[nH]1,-10,0,-4,125,-19,113,-8,109,6,0.3,-1
CCOc1ccc(CC2C(=O)NC(=O)N(c3ccc(CC)cc3)C2=O)cc1 (stereo not drawn),7,0,0,102,-5,97,10,99,0,-0.1,-1
COc1ccc(-n2c(C)nc3cc(C(=O)N4CCC5(CC4)OCCO5)ccc32)cc1,-16,-10,-6,99,0,98,0,101,3,0.3,-3
O=C(Cn1cnc2ccccc2c1=O)NCC(=O)N1CCC2(CC1)OCCO2,-6,-17,-8,104,-5,98,-3,103,8,-0.2,-9
O=C(CCN1CCCCC1)NCC(=O)Nc1ccc(Br)cc1C(=O)c1ccccc1,-3,-1,-2,101,-3,99,-1,104,1,0.4,-2
CN(C)C(=O)Oc1ccc(-c2cn3cc(Cl)ccc3n2)cc1,-4,0,-2,81,-3,90,0,90,10,3.8,-6
CCN(CC)c1ccc([N+](=O)[O-])c2cccnc12,-1,-4,-1,101,-1,98,1,101,19,1.0,-8
CN(C)c1cc(N)c2c(n1)CCC2 (tested in a mixture with another compound),-1,-12,-9,103,1,100,0,99,1,0.1,-1
NC(=S)/N=C/c1c(O)[nH]c(=O)[nH]c1=O,-1,0,-1,97,-1,86,1,92,6,-0.3,-1
CC(=O)CC(C)(C)n1c[n+](C)nn1,-1,-8,-7,99,0,99,0,99,-1,0.0,-10
COc1ccc(O)c(C(C)(C)C)c1,-1,-4,0,109,-4,103,-4,111,-1,0.2,-2
O=C1NC(=O)C(=Cc2ccc(N3CCOCC3)o2)C(=O)N1,-4,-7,-6,99,0,100,-6,95,2,1.2,-2
COC(=O)C(O)(c1ccc(NC(=O)NC2CCCCC2)cc1)C(F)(F)F (stereo not drawn),0,-2,-4,101,-3,157*[activator],-1,175*[activator],3,-0.2,-3

# From PubChem BioAssay

# Only part of the results is shown (hit frequency here may not be typical).
